Source: PubChem BioAssay (National Center for Advancing Translational Sciences (NCATS))
HCMV antiviral: qHTS Assay for inhibitors of the human cytomegalovirus (HCMV); HFF cells, HCMV-luciferase reporter, 72 h; stronger effect = lower value; activity change, negative = inhibition, % at 57.5 µM; hit rate 4.5% among 410,000; AID 1259415, 2018; in the data active = activity change below about -60%; inconclusive = no clear call, values can overlap the other calls; inactive = above about -39%
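After 16 h attachment at 37C, HFF cells received test compound and HCMV-luciferase (1 PFU/cell); reporter luminescence read 72 h later, data normalized against buffer-only and known inhibitor Salinomycin.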
HCV inhibitor: qHTS Assay for Inhibitors of Hepatitis C Virus (HCV) | Huh7.5.1 HCVcc-Cre infection, luciferase reporter, 44 h | Potency, µM (titrated, usually from 41.8 µM), without a hit: top-dose activity change, negative = inhibition, most hits filed as inhibitors | hit rate 3.4% among 340,000; note: potency is the fitted concentration of half-maximal effect
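Infectious HCV cell culture screen: compound-treated cells (1,000/well, pre-plated 4 h) are infected with HCVcc-Cre at roughly 0.5 moi and grown 44 h. Infection is quantified by luciferase signal after 15 min substrate incubation at room temperature.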
AmpC inh no detg: qHTS Inhibitors of AmpC Beta-Lactamase (assay without detergent); AmpC nitrocefin hydrolysis, absorbance 480 nm, 0.0001% Triton; Potency, µM (highest dose often 57.1 µM), for the others: at the top dose activity change, negative = inhibition, actives largely listed as inhibitors; hit rate 0.52% among 330,000; AID 485341, 2010;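 note: potency is the fitted concentration of half-maximal effect; plate controls were no compound for no effect and no enzyme for full effect; nearly all actives have a fitted effect of over 20% in size; some results filed as inactive show a strong effect at the top dose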
Target sequence (P00811 whole entry, looked up): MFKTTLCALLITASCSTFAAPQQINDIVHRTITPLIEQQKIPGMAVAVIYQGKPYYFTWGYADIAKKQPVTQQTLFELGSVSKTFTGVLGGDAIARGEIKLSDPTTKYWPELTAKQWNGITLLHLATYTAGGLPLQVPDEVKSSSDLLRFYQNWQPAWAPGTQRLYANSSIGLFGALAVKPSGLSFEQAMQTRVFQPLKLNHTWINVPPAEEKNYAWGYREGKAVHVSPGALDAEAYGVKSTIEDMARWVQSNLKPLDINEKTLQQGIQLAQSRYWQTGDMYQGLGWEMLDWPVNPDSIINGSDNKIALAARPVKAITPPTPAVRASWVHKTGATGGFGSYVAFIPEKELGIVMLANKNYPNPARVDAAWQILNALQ
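20 mM phosphate pH 7.0 + 0.01% (detergent screen) or 0.0001% Triton X-100; 5.3 nM AmpC reagent; cpd preinc 15 min RT; nitrocefin (800 uM stock) to start; A480 q20 s × 4 min; Activity was normalised to no-enzyme and no-compound control wells.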
FBPA Giardia inh: qHTS Assay for Inhibitors of Fructose-1,6-bisphosphate Aldolase from Giardia Lamblia. Potency, µM (doses to about 59.6 µM), for inactives: top-dose activity, negative = inhibition, most hits filed as inhibitors. hit rate 0.71% among 290,000. purified Giardia FBPA; note: potency is the fitted concentration of half-maximal effect; nearly all actives have a fitted effect of over 55% in size
Target sequence (A8B2U2 whole entry, looked up): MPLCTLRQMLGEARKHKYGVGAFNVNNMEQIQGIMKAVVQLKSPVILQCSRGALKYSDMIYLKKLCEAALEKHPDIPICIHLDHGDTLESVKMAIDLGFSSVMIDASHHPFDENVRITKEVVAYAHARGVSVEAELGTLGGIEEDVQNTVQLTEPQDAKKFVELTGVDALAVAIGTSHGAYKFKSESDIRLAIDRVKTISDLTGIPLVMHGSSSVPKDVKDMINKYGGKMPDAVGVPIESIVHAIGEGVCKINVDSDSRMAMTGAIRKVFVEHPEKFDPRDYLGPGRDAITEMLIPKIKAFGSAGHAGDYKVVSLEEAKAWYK
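40 nM FBPA preincubated 10 min at RT with compound (up to 57.5 uM final), then substrate plus GAPDH/TPI/NAD/arsenate coupling and diaphorase/resazurin added. Fluorescence read after 20 min at RT, 525/598 nm.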
Sm TGR block: qHTS Assay for the Inhibitors of Schistosoma Mansoni Peroxiredoxins. hit rate 3% among 360,000. Potency, µM (series often up to 114 µM), for inactives: at the highest dose activity change, negative = inhibition, most hits filed as inhibitors. Schistosoma mansoni thioredoxin glutathione reductase (TGR), Q962Y6. purified TGR, DTNB reduction, TNB absorbance 405 nm. AID 485364, 2010; note: potency is the fitted concentration of half-maximal effect; nearly all actives have a fitted effect of over 60% in size
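First, TGR (20 nM dispensed) and NADPH were mixed with compound. Second, a 15 min room-temperature incubation followed. Third, further NADPH and then DTNB were added to start the reaction. Finally, TNB absorbance was monitored kinetically.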
AmpC detergent: qHTS Inhibitors of AmpC Beta-Lactamase (assay with detergent); hit rate 0.041% among 370,000; P00811; Potency, µM (titrated, usually from 114 µM), for inactives: at the top dose activity change, negative = inhibition, actives largely listed as inhibitors; AmpC hydrolysis of nitrocefin, absorbance 480 nm, 0.01% Triton; AID 485294, 2010;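 note: potency is the fitted concentration of half-maximal effect; 0% = no-compound wells and -100% = no-enzyme wells; nearly all actives have a fitted effect of over 25% in size; some results filed as inactive show a strong effect at the top dose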
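20 mM phosphate pH 7.0 + 0.01% (detergent screen) or 0.0001% Triton X-100; 5.3 nM AmpC reagent; cpd preinc 15 min RT; nitrocefin (800 uM stock) to start; A480 q20 s × 4 min; Activity was normalised to no-enzyme and no-compound control wells.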
Active calls of the source: *; ? = inconclusive; . = not tested or not shown; & = joins results of further samples; [ ] = remark or other dose. Unless noted, calls come from the whole dose curve; as a rule, active = well fitted curve in the direction sought with a large enough effect; inconclusive = small, poorly fitted or top-dose-only effect, or another doubt; inactive = no such curve, though single readings can be large; an effect the other way counts as inactive or inconclusive. Unless noted, % is set by controls: 0 for no effect and ±100 for the full control effect.

SMILES	HCMV antiviral	HCV inhibitor	AmpC inh no detg	FBPA Giardia inh	Sm TGR block	AmpC detergent
CCOC(=O)c1c(C)[nH]c(C)c1S(=O)(=O)N1CCCC(C(=O)N2CCN(c3cc(C)ccc3C)CC2)C1 (centres undefined)	0	.	.	.	-7%	-5%
Cc1cc(C(=O)CSc2n[nH]c(N)n2)c(C)n1-c1ccc(F)cc1	?	-28%	-26%	-4%	-19%	-6%
CCOCc1nnc(NC(=O)C2CCN(C(=O)C3CC(=O)N(c4ccc(C)cc4)C3)CC2)s1 (centres undefined)	-27	-5%	104%[activator]	.	-9%	-7%
CCn1c(SCC(=O)NCc2ccc3c(c2)OCO3)nnc1-c1ccco1	-24	11%	-5%	.	-7%	4%
Cc1ccc(NC(=O)COC(=O)c2cc(Cl)cc(Cl)c2)c(Br)c1	14	1%	-20%	7%	-11%	-5%
CC(C)CCNC(=O)c1ccc(Cl)c(N)c1	.	.	-2%	-1%	.	1%
NC(=O)CSc1nc(-c2ccccc2Cl)ns1	168	-13%	-14%	-6%	9%	-9%
CC1CCc2c(sc(NC(=O)COc3ccccc3)c2C(=O)Nc2ccccc2Cl)C1 (centres undefined)	-8	.	.	.	18%	5%
Cn1c(=O)oc2cc(S(=O)(=O)NCCC(=O)N3CC=C(c4ccccc4)CC3)ccc21	-19	-7%	50%	-27%	?	-2%
CCOC(=O)C(CCCOc1cccc(OC)c1)C(=O)OCC	-21	.	32%	1%	-3%	-4%
Cc1onc(-c2c(F)cccc2Cl)c1C(=O)NCCCN1CCOCC1	-20	10%	-2%	0%	0%	-9%
CN(CC(=O)Nc1ccc(F)cc1)C(=O)c1ccncc1	-72*	9%	-9%	.	-20%	1%
Cc1cnc(C(=O)NCc2ccc(Cl)cc2Cl)cn1	-22	11%	-2%	5%	3%	7%
CCNC(=O)c1cc2ccccc2o1	22	1%	3%	2%	-4%	?
O=C(CCCn1c(=O)[nH]c2ccsc2c1=O)Nc1ccc(F)cc1	?	6%	-12%	2%	2%	-5%
O=C(CN1CCOCC1)N1CCN(c2ccc([N+](=O)[O-])cc2)CC1	12	16%	-24%	11%	13%	?
O=C(Cn1cnc2c(cnn2-c2ccccc2)c1=O)N1CCOCC1	1	23%	-9%	-1%	1%	?
O=C(NC(=O)c1ccccc1)Nc1ccc(-n2nc(C(F)(F)F)cc2C(F)(F)F)cc1	12	.	.	.	8%	0%
CCOC(=O)C1=C(N)N2C(=O)C(C)SC2=C(C(=O)OC)C1c1ccccc1OC (centres undefined)	14	7%	-4%	-5%	-2%	-7%
COc1ccc(NC(=O)COC(=O)C2CCN(S(=O)(=O)c3cccs3)CC2)cc1OC	-1	-12%	-8%	.	.	.
CCOC(=O)CNC(=O)CSc1nc(NCc2ccccc2)nc(N(C)C)n1	-37	-11%	20%	-1%	-11%	?
Cc1ccc(OCC(=O)Sc2ccc(C)cc2)cc1	24	-4%	-35%	5%	18µM*	2%
CCOC(=O)/C(C#N)=C1/C=CN(C)C(C)=N1	48	13%	-1%	4%	-11%	-12%
CC(=O)c1cccc(NC(=O)c2oc(C)nc2C)c1	36	?	-23%	0%	0%	2%

Compound profiles, as listed above.
Cc1ccc(OCC(=O)Sc2ccc(C)cc2)cc1 is entered as HCMV antiviral = 24; HCV inhibitor = -4%; AmpC inh no detg = -35%; FBPA Giardia inh = 5%; Sm TGR block = 18µM*; AmpC detergent = 2%
O=C(CN1CCOCC1)N1CCN(c2ccc([N+](=O)[O-])cc2)CC1 is entered as HCMV antiviral = 12; HCV inhibitor = 16%; AmpC inh no detg = -24%; FBPA Giardia inh = 11%; Sm TGR block = 13%; AmpC detergent = ?
CC(=O)c1cccc(NC(=O)c2oc(C)nc2C)c1 is entered as HCMV antiviral = 36; HCV inhibitor = ?; AmpC inh no detg = -23%; FBPA Giardia inh = 0%; Sm TGR block = 0%; AmpC detergent = 2%

Quoted at random: two entries already listed, in no set order.
SMILES	HCMV antiviral	HCV inhibitor	AmpC inh no detg	FBPA Giardia inh	Sm TGR block	AmpC detergent
CCOC(=O)C1=C(N)N2C(=O)C(C)SC2=C(C(=O)OC)C1c1ccccc1OC (centres undefined)	14	7%	-4%	-5%	-2%	-7%
CCOC(=O)/C(C#N)=C1/C=CN(C)C(C)=N1	48	13%	-1%	4%	-11%	-12%

The list continues:
SMILES	HCMV antiviral	HCV inhibitor	AmpC inh no detg	FBPA Giardia inh	Sm TGR block	AmpC detergent
CCOc1ccc(CN2C(=O)c3ccccc3C2C(=O)NCC2CCCO2)cc1 (centres undefined)	-25	20%	-1%	0%	3%	6%
CN(C)C(=O)NC1CCCCCCCCCCC1	?	16%	-17%	0%	1%	-17%
Cn1cc(CN2CCCC(CNC(=O)c3ccc4c(c3)OCO4)C2)c2ccccc21 (centres undefined)	52	-11%	-4%	0%	5%	5%
O=C(Cc1ccccc1)NC(Cc1ccc(Cl)cc1)C(=O)O (centres undefined)	?	2%	-8%	9%	10%	-6%
O=C(Nc1ccnn1C1CCN(Cc2cc(Cl)ccc2O)CC1)C1CC1	-15	-23%	-18%	3%	-26%	-10%
Cc1ccc2nc(Cl)c(/C=C/C(=O)c3ccco3)cc2c1	168	-4%	-15%	-4%	?	6%
O=C(C[n+]1cc(Br)cc(Br)c1)c1ccccc1	84	2%	-10%	-3%	11µM*	1%
CCCOc1ccc(C(NC(=O)CC(C)C)NC(=O)CC(C)C)cc1OC	64	-11%	-18%	1%	-5%	-1%
COc1ccc(OCCC(=O)OCC(=O)c2ccc[nH]2)cc1	26	7%	-23%	1%	1%	0%
COc1ccc(C(=O)CC(=O)C(=O)Nc2c(C)cccc2C)cc1	19	-6%	-42%	-27%	1%	-10%
CN1CCN(CC(=O)Nc2c(C#N)cnn2-c2ccccc2)CC1	26	30%	-3%	-6%	0%	0%
O=C1N(Cc2cccc(Cl)c2)C[C@@H]2C[C@@H](c3ccsc3)N3CCC[C@@]123	?	-5%	29%	-5%	?	0%
CC(C)Cn1c(N)c(C(=O)COC(=O)c2cc(-c3ccco3)nc3ccccc23)c(=O)n(C)c1=O	4	20%	-11%	-20%&0%	6.3µM*	-10%
Cc1ccc(-c2csc3ncnc(SCC(=O)NCc4ccc5c(c4)OCO5)c23)cc1	?	?	-22%	4%	3%	-2%
COCc1cc(C)nc(NCCO)c1C#N	59	8%	.	4%	0%	2%
CCOc1cccc(C2/C(=C(/O)c3ccc4c(c3)CC(C)O4)C(=O)C(=O)N2CCCn2ccnc2)c1 (centres undefined)	-34	8%	-9%	?	-1%	?
Cc1ccc(-c2nc(SCCOc3ccccc3C)n3[nH]c(=O)cc3n2)cc1	9	.	.	.	31%	9%
Cc1cccn2c(=O)c(C(=O)NCc3cccc(F)c3)cnc12	-14	.	.	.	0%	-6%
CCC[C@@H](CN1CCC[C@H]1CN1C(N)=NC[C@H]1CC(C)C)N1C[C@@H](Cc2ccccc2)N(CCCC2CCCC2)C1=N	-39	2%	98%[activator]	.	.	.
CCOc1ccc2oc(C(=O)Nc3nccs3)c(C)c2c1	86	8%	-15%	.	.	.
COc1ccc(Cl)cc1NS(=O)(=O)c1c(C)nc2sccn2c1=O	25	16%	-24%	6%	-28%	-8%
COCc1cc(C)nc2sc3c(c12)NC(c1ccc(O)cc1)N(c1ccc(C)cc1)C3=O (centres undefined)	35	.	.	.	-3%	21%
Cc1ccccc1Cn1nc(C)c(NC(=O)c2ccccc2)c1C	17	0%	-13%	10%	11%	?
O=C(Nc1cc(NC(=O)c2ccccc2Cl)ccc1Cl)c1ccccc1	-7	.	.	.	4%	19%
CCN(CC)C(=O)Cn1cc(C(=O)C(=O)N2CC=C(c3ccccc3)CC2)c2ccccc21	28	-5%	129%[activator]	-4%	-28%	5%
CCN(C[C@H]1N[C@@](CC)(C(=O)OC)[C@H]2C(=O)N(Cc3ccccc3)C(=O)[C@@H]12)C(C)=O	-25	31%[activator][8.37 µM]	-1%	.	.	.
CN1CCC(=NNc2ccc(S(=O)(=O)N3CCOCC3)cc2[N+](=O)[O-])CC1	?	-23%	-11%	-2%	?	-9%
CNS(=O)(=O)c1cn(CC(=O)N(C)Cc2ccccc2)cc1S(=O)(=O)NC	?	9%	0%	3%	10%	-1%
CC(=O)Nc1ccc(NC(=O)C2CCCN2C(=O)Nc2ccc(F)c([N+](=O)[O-])c2)cc1 (centres undefined)	1	-4%	-27%	1%	.	-1%
O=C(COC(=O)c1cnc(Cl)c(Cl)c1)c1ccc(F)cc1	8	3%	-13%	.	.	.
CCCOC(=O)c1c(-c2ccccc2)c(-c2ccccc2)nn(C)c1=O	-17	.	.	.	6%	17%
CS(=O)(=O)c1ccc(C(=O)N(Cc2ccccc2)c2ccccc2)cc1	34	-5%	13%	-6%	-11%	-5%
COC(=O)[C@]1(C)CCC[C@@]2(C)C3CC[C@]4(OC(C)=O)C[C@@]3(CCC21)CC4=NO (some centres undefined)	-31	0%	149%[activator]	.	-17%	-7%
COc1ccccc1OCC(=O)Nc1ccc(S(=O)(=O)Nc2cc(C)nc(C)n2)cc1	-15	9%&15%	-26%	19%	0%	2%
CCOc1ccc2[nH]c(=O)c(CN(CCCN3CCOCC3)Cc3nnnn3Cc3ccc(OC)cc3)cc2c1	-28	-20%	186%[activator]	-10%	-35%	-4%
COC(=O)Cn1cc(C(=O)C(F)(F)F)c2ccccc21	3	1%	-13%	-1%	-8%	3%
O=C(O)Cc1ccc(-n2cccc2)cc1	21	24%	-14%	9%	-3%	4%
Cc1cc(C)cc(NC(=O)Nn2cnnc2)c1	6	19%	-7%	0%	-6%	-8%
N#Cc1ccc(NC(=O)CCc2ccc(S(=O)(=O)N3CCOCC3)cc2)cc1	0	?	-18%	3%	2%	-16%
COc1ccc(-n2ncc3c2CC(C)(C)CC3NC(=O)c2ccnn2C)cc1 (centres undefined)	-7	-27%	82%[activator]	5%	-15%	1%
N#Cc1ccsc1NC(=O)CN1CCCCCC1	8	3%	-17%	-15%	5%	?
CCCOc1ccc(NC(=O)CC2C(=O)N(CC)C(=S)N2CCNC(C)=O)cc1 (centres undefined)	-13	10%	39%	2%	-2%	-15%
Cc1nnc(SCC(=O)Nc2nnc(SCc3cccc(Br)c3)s2)s1	16	14%	-33%	20%	3%	-1%
O=[N+]([O-])c1ccc(-c2ccn[nH]2)o1	-28	9%	-7%	-9%	?	-12%
C=CCN(N=Nc1cccc([N+](=O)[O-])c1)c1cccc([N+](=O)[O-])c1	-4	?	-38%	-1%	20µM*	3%
CCOC(=O)c1ccccc1NC(=O)Cn1c(=O)n(Cc2nc(-c3ccccc3)no2)c(=O)c2ccccc21	35	.	.	.	-3%	20%
CC(=O)Nc1ccc(Nc2ccc3c4c(cc(=O)n3C)-c3ccccc3C(=O)c24)cc1	48	-15%	-1%	3%	-1%	1%
N#Cc1sc(NCc2cccc(Cl)c2)nc1Cl	-7	-2%	-35%	12%	-6%	-11%
COc1ccc(N(CCCN2C(=O)c3cccc4cccc(c34)C2=O)C(=O)c2cccnc2)cc1	3	?	41%[11.4 µM]	-9%	8%	-8%
